Compound activity as filed in PubChem BioAssay.
AP complement – orthogonal test for alternative complement pathway inhibitors; Human serum alternative complement pathway, LPS-coated ELISA, C3 deposition; tested in compound mixtures; inhibition, % at 5 µM; actives 0.08% (n = 62,000);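 active = inhibition above 30% in each of the two pooled mixtures holding the compound, so the lower value exceeds 30%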;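 also: 0% = serum in Mg-EGTA without compound and 100% = EDTA serum blank; some compounds past the cut are filed as inactive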
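Test system: human serum complement alternative pathway, C3 deposition onto LPS / Medium: Mg2+-EGTA GVB++ buffer containing human serum at 1:15 dilution / Probe or stimulus: Plate-bound LPS / Times: 1 h at 37 °C / Signal: ELISA with HRP anti-human C3 antibody, TMB substrate, absorbance 450 nm / Measure: percent inhibition / Repeats: two pool placements per compound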
Cdc25B inh – human M-phase inducer phosphatase 2 inhibition; recombinant Cdc25B, OMFP fluorescence Ex485/Em525; inhibition, %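 (compounds tested at 10 µM final in the well)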; actives 0.1% (n = 65,000); AID 368; in the data active = inhibition above about 50%
Target sequence (P30305 whole entry, looked up): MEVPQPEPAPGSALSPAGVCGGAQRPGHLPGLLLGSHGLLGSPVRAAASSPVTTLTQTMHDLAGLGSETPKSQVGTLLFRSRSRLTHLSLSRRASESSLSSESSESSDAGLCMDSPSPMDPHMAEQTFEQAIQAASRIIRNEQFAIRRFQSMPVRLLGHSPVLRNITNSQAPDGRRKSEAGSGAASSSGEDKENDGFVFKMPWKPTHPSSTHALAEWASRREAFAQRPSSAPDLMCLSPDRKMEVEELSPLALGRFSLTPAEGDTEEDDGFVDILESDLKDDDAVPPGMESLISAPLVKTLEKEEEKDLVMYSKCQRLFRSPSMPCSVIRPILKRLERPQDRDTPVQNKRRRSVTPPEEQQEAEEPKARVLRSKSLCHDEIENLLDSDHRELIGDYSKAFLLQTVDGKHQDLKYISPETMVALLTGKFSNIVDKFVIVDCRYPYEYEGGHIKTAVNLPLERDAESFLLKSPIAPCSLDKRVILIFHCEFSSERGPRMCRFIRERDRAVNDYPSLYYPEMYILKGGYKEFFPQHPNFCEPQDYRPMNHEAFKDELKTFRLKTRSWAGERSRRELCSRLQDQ
D1 mod – allosteric modulators of human D1 dopamine receptor | HEK293 D1, CRE-luciferase, dopamine EC30 potentiation; actives deviate in either direction | B-score at 10 µM | actives 5.9% (n = 58,000);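 active = luminescence count or its row- and column-corrected plate score outside the 99.7% band of the plate's sample wells, on either side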
Target sequence (P21728 whole entry, looked up): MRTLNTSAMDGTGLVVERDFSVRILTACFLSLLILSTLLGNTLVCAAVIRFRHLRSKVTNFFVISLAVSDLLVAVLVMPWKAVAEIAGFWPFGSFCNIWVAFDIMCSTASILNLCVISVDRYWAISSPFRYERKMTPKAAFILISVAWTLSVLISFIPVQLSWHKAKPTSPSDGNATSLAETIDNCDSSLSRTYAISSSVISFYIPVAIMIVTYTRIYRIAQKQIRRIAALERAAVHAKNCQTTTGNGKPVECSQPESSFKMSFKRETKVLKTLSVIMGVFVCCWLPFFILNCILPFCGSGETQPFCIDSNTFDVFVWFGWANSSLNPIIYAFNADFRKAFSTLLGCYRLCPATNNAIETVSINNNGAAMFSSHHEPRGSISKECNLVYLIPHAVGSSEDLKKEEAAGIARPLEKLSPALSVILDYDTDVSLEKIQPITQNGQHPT
MKP-1 inh – blocks human MKP-1 phosphatase activity | P28562 | recombinant MKP-1, OMFP hydrolysis fluorescence | inhibition, %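 (compounds tested at a single concentration somewhere between 10 and 100 µM)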 | actives 0.15% (n = 65,000) | AID 374;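 active = inhibition above about 50%, limit read from the data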;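 also: 0% = DMSO max control wells and 100% = wells with enzyme stopped by NaOH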
CatB mix inh – human cathepsin B inhibition by mixtures | Purified cathepsin B, AMC dipeptide fluorescence, compound mixtures | inhibition, %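 (ten-compound pools at 5 µM per compound and 50 µM total)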 | P07858 | actives 0.06% (n = 62,000); in the data active = inhibition above about 22%, passing the limit was not always enough;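 also: 0% = enzyme without compound and 100% = no enzyme blank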
CatB block – inhibitors of human cathepsin B; P07858; purified cathepsin B, fluorogenic substrate, fluorescence; inhibition, %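 (tested at 10 µM)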; actives 0.1% (n = 63,000); AID 453; in the data active = inhibition above about 21%;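 also: 0% = enzyme with no compound and 100% = no enzyme blank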
tolC growth inh – E. coli tolC mutant growth inhibition | growth inhibition, % at 10 µM (by protocol) | actives 2.2% (n = 65,000) | E. coli BW25113 tolC mutant growth, OD615;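 active = growth inhibition at or above a cutoff equal to the mean over every tested compound plus 3 SD, cut at about 60% in these data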;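 also: growth measured after 20 h incubation at 37 °C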
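System: E. coli ΔtolC::kan strain BW25113; Buffer or medium: LB broth supplemented with 50 µg/mL kanamycin; Compound: 10 µM final, single dose; Incubation: bacterial growth with compound for 20 h at 37 °C; Signal: A615 absorbance measurement; Evaluation: growth inhibition in percent.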
Hsp90 block – displaces geldanamycin probe from tumor Hsp90 | P07900 | NCI-N417 lysate Hsp90, Cy3B-geldanamycin FP displacement | inhibition, % at 30 µM | actives 0.35% (n = 64,000) | AID 429;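 active = inhibition above 50%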;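 also: 0% = tracer plus lysate wells and 100% = tracer alone without lysate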
Ec RNAP inh – inhibitors of Escherichia coli RNA polymerase; AID 559; actives 0.2% (n = 62,000); E. coli RNA polymerase, fluorescence transcription assay; P0A8V2; inhibition, %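 (tested at 10 µM)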; in the data active = inhibition above about 20%;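 also: 0% = enzyme without compound and 100% = no enzyme blank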
Starred values were filed as active, the others as inactive.

Screening CCCCOc1ccc(C(=O)NCC(=O)NCC(=O)OCC)cc1 returned Cdc25B inh 91*, MKP-1 inh -25, CatB block 6, tolC growth inh 12, Hsp90 block 0 and Ec RNAP inh 3.
O=c1cc(NC2CCCCCC2)[nH]c(=O)[nH]1 was read as AP complement 12, Cdc25B inh -10, D1 mod -0.78, MKP-1 inh -11, CatB mix inh 6, CatB block -1, tolC growth inh -2, Hsp90 block -9 and Ec RNAP inh 5.
For COC(=O)c1sccc1NC(=O)c1csc(C)c1 the results were AP complement 0, Cdc25B inh 0, D1 mod 1.1, MKP-1 inh -8, CatB mix inh 8, CatB block 0, tolC growth inh 98*, Hsp90 block -1 and Ec RNAP inh 11.
Screening CCOc1ccc2nc(-c3ccc(OC)c(OC)c3)cc(C(=O)O)c2c1 returned AP complement -8, Cdc25B inh -3, D1 mod 0.032, MKP-1 inh -6, CatB mix inh 2, CatB block 0, tolC growth inh -5, Hsp90 block 1 and Ec RNAP inh 6.
COc1ccc(CNC(=O)COC(=O)c2n[nH]c3ccccc23)cc1 was read as AP complement -10, Cdc25B inh -3, D1 mod -0.68, MKP-1 inh 2, CatB mix inh 4, CatB block 5, tolC growth inh 10, Hsp90 block 1 and Ec RNAP inh 6.
For CCOC(=O)c1ccc(NC(=O)Cn2nnc(-c3ccccc3C)n2)cc1 the results were AP complement 9, Cdc25B inh 1, D1 mod -1.4, MKP-1 inh 22, CatB mix inh 0, CatB block 0, tolC growth inh 26, Hsp90 block -5 and Ec RNAP inh 4.
Screening Cc1cc(C(N)=O)c2ccccc2n1 returned AP complement 14, Cdc25B inh -1, D1 mod -1, MKP-1 inh -2, CatB mix inh 0, CatB block 3, tolC growth inh -15, Hsp90 block 5 and Ec RNAP inh -2.
For Cc1cc(NS(=O)(=O)c2ccccc2)c(C)c(Cl)c1O the results were AP complement 13, Cdc25B inh -11, D1 mod 0.053, MKP-1 inh 8, CatB mix inh -4, CatB block 3, tolC growth inh 17, Hsp90 block -3 and Ec RNAP inh 21*.
CC(NC(=O)Cc1cccs1)C(c1cccs1)N1CCN(c2ccccc2F)CC1 (stereo not drawn) was read as AP complement 10, Cdc25B inh -14, D1 mod -0.53, MKP-1 inh 24, CatB mix inh -6, CatB block 5, tolC growth inh 26, Hsp90 block -5 and Ec RNAP inh 2.
Screening CCCC(=O)Nc1cc(C)c(NC(=O)c2ccccn2)cn1 returned AP complement 19, Cdc25B inh -10, D1 mod -0.74, MKP-1 inh 9, CatB mix inh 6, CatB block 1, tolC growth inh -4, Hsp90 block -4 and Ec RNAP inh 7.
`CCOC(=O)c1[nH]c2ccc(C)cc2c1N=CN(CC)CC` gave Cdc25B inh -14, MKP-1 inh -27, CatB block -1, tolC growth inh 4, Hsp90 block -3 and Ec RNAP inh 10.
For Cn1c(=O)c2c(nc(NCCc3ccccc3)n2Cc2ccccc2)n(C)c1=O the results were AP complement -2, Cdc25B inh -2, D1 mod 0.022, MKP-1 inh -8, CatB mix inh 2, CatB block -2, tolC growth inh -6, Hsp90 block 1 and Ec RNAP inh 2.
O=C(CSc1nnc(COc2ccccc2)n1-c1ccccc1)c1cccs1 was read as AP complement 12, Cdc25B inh -8, D1 mod -1.5, MKP-1 inh 4, CatB mix inh -7, CatB block 8, tolC growth inh 32, Hsp90 block -2 and Ec RNAP inh 2.
`c1ccc2c(c1)OCC(c1nnc3n1-c1ccccc1SC3)O2` (stereo not drawn) gave AP complement 11, Cdc25B inh -3, D1 mod 1.9, MKP-1 inh 30, CatB mix inh 1, CatB block 4, tolC growth inh 9, Hsp90 block -4 and Ec RNAP inh 4.
For O=C(N1CCOCC1)N1CCOCC1 the results were AP complement 0, Cdc25B inh -13, D1 mod 3.1, MKP-1 inh 18, CatB mix inh -2, CatB block 1, tolC growth inh -1, Hsp90 block 3 and Ec RNAP inh 1.
For CC(C)CSc1nnc2[nH]c(=O)cc(N)n12 the results were Cdc25B inh -4, D1 mod 0.44, MKP-1 inh 9, tolC growth inh -2 and Hsp90 block -2.
For COCC(=O)/C=C1\Sc2ccccc2N1C the results were AP complement 5, Cdc25B inh -4, D1 mod 2.2, MKP-1 inh -6, CatB mix inh 0, CatB block 6, tolC growth inh -9, Hsp90 block -17 and Ec RNAP inh 12.
For Cc1cc(C)nc(N2CCCC(C(=O)NCCc3cccc(F)c3)C2)n1 (stereo not drawn) the results were AP complement -17, Cdc25B inh 3, D1 mod 0.22, MKP-1 inh 14, CatB mix inh 8, CatB block 10, tolC growth inh 2, Hsp90 block 0 and Ec RNAP inh 5.
For CCCn1c(=N)c(C(=O)NCc2ccc3c(c2)OCO3)cc2c(=O)n3cccc(C)c3nc21 the results were AP complement -2, Cdc25B inh 2, D1 mod 0.53, MKP-1 inh -1, CatB mix inh 6, CatB block 2, tolC growth inh 37, Hsp90 block -9 and Ec RNAP inh 7.
`OC(CNc1nc2ccccc2s1)c1ccccc1` (stereo not drawn) gave AP complement 3, Cdc25B inh 4, D1 mod 0.9, MKP-1 inh -23, CatB mix inh -1, CatB block -1, tolC growth inh 6, Hsp90 block 3 and Ec RNAP inh -4.

Filtered by structure, the compounds so far containing an aryl thioether with sulfur outside any ring
O=C(CSc1nnc(COc2ccccc2)n1-c1ccccc1)c1cccs1 was read as AP complement 12, Cdc25B inh -8, D1 mod -1.5, MKP-1 inh 4, CatB mix inh -7, CatB block 8, tolC growth inh 32, Hsp90 block -2 and Ec RNAP inh 2.
For CC(C)CSc1nnc2[nH]c(=O)cc(N)n12 the results were Cdc25B inh -4, D1 mod 0.44, MKP-1 inh 9, tolC growth inh -2 and Hsp90 block -2.

Continued.
CC(C)(C)NC(=O)CN(Cc1cccnc1)C(=O)c1csnn1 was read as AP complement 19, Cdc25B inh -12, D1 mod 0.96, MKP-1 inh 19, CatB mix inh -5, CatB block -3, tolC growth inh -29, Hsp90 block -1 and Ec RNAP inh -2.
Screening Cc1ccc(SC(C)C(=O)Nc2ncn[nH]2)cc1 (stereo not drawn) returned AP complement 12, Cdc25B inh 5, D1 mod -0.45, MKP-1 inh 2, CatB mix inh 4, CatB block 4, tolC growth inh -4, Hsp90 block -15 and Ec RNAP inh 4.
For CC(C)(C)n1nnnc1CN1CCC(NC(=O)NC2CCCCC2)CC1 the results were AP complement 12, Cdc25B inh 7, D1 mod -0.34, MKP-1 inh -2, CatB mix inh 6, CatB block 2, tolC growth inh -20, Hsp90 block 2 and Ec RNAP inh 2.
Screening CCc1nn(CCCC(=O)N2CCc3ccccc3C2)c(=O)c2cc3occc3n12 returned AP complement 4, Cdc25B inh -17, D1 mod 2.9*, MKP-1 inh 3, CatB mix inh -1, CatB block 1, tolC growth inh 13, Hsp90 block -3 and Ec RNAP inh 4.
For O=C1CC(=O)N(CCc2ccccc2)C(=O)N1CCc1ccccc1 the results were AP complement 10, Cdc25B inh -9, D1 mod -0.69, MKP-1 inh 33, CatB mix inh 3, CatB block -1, tolC growth inh 30, Hsp90 block -8 and Ec RNAP inh 4.
`CCOC(=O)c1cccc(NC(=O)Cn2cnc3c2c(=O)n(C)c(=O)n3C)c1` gave AP complement -5, Cdc25B inh -8, D1 mod -0.002, MKP-1 inh -10, CatB mix inh 3, CatB block 3, tolC growth inh 21, Hsp90 block 1 and Ec RNAP inh 7.
For Cc1cc(C)n(-c2ccc(C(=O)OCC(=O)NCc3ccco3)cc2)n1 the results were AP complement 4, Cdc25B inh -10, D1 mod 0.72, MKP-1 inh -1, CatB mix inh 3, CatB block 4, tolC growth inh 7, Hsp90 block -1 and Ec RNAP inh 13.
For c1cncc(-c2nnc(-c3ccco3)o2)c1 the results were AP complement 1, Cdc25B inh 1, D1 mod 1.5, MKP-1 inh 4, CatB mix inh 4, CatB block -1, tolC growth inh -25, Hsp90 block -1 and Ec RNAP inh 9.
Screening CCOC(=O)N1CCN(c2c(Nc3cc(C)[nH]n3)c(=O)c2=O)CC1 returned AP complement 5, Cdc25B inh 3, D1 mod -0.61, MKP-1 inh -1, CatB mix inh 6, CatB block 5, tolC growth inh -2, Hsp90 block 1 and Ec RNAP inh 6.
Screening O=C(CSc1nnc(COc2ccccc2)n1Cc1ccco1)NCc1ccco1 returned AP complement -3, Cdc25B inh -3, D1 mod -1.2, MKP-1 inh 34, CatB mix inh 3, CatB block -1, tolC growth inh 3, Hsp90 block -5 and Ec RNAP inh 3.
CC(=O)N(C)c1ccc(NC(=O)c2ccccc2C(=O)O)cc1 was read as AP complement 7, Cdc25B inh -5, D1 mod -1.3, MKP-1 inh 2, CatB mix inh 2, tolC growth inh -11, Hsp90 block -3 and Ec RNAP inh 2.
For CC1CC(C)CN(c2ncc3c(n2)CC(c2ccc(Cl)cc2)CC3=O)C1 (stereo not drawn) the results were AP complement 4, Cdc25B inh -3, D1 mod 1.3, MKP-1 inh 21, CatB mix inh 9, CatB block 4, tolC growth inh 21, Hsp90 block 2 and Ec RNAP inh -5.
`O=C(Nc1ccc2c(c1)OCO2)c1ccc(Br)s1` gave AP complement 11, Cdc25B inh -2, D1 mod -3.2, MKP-1 inh 4, CatB mix inh 1, CatB block 2, tolC growth inh 39, Hsp90 block 25 and Ec RNAP inh 1.
`COc1ccc(C2(NC(C)=O)CCN(C(=O)CCC(=O)O)CC2)cc1` gave AP complement 14, Cdc25B inh 1, D1 mod -0.04, MKP-1 inh -2, CatB mix inh 4, CatB block 4, tolC growth inh -27, Hsp90 block -5 and Ec RNAP inh 0.
`COc1ccc(N(C(C)=O)S(=O)(=O)c2cc(OC)ccc2OC)cc1` gave AP complement 11, Cdc25B inh -7, D1 mod -1.5, MKP-1 inh -4, CatB mix inh 3, CatB block 3, tolC growth inh -12, Hsp90 block -1 and Ec RNAP inh 6.
For COC(=O)c1ccccc1NC(NC(=O)c1ccco1)C(=O)c1ccccc1 (stereo not drawn) the results were AP complement 16, Cdc25B inh 0, MKP-1 inh 9, CatB mix inh 2, CatB block 1, tolC growth inh 20, Hsp90 block -2 and Ec RNAP inh 4.
`Cn1c(=O)c2c(nc(Sc3ncccn3)n2Cc2ccc(Cl)cc2)n(C)c1=O` gave AP complement 15, Cdc25B inh -3, D1 mod -0.39, MKP-1 inh 14, CatB mix inh 1, CatB block -5, tolC growth inh -3, Hsp90 block -3 and Ec RNAP inh 4.
Screening COc1ccccc1NC(=O)CCN1C(=O)C2CC=C(Cl)CC2C1=O (stereo not drawn) returned AP complement -3, Cdc25B inh -10, D1 mod 0.14, MKP-1 inh 11, CatB mix inh -1, CatB block 2, tolC growth inh -12, Hsp90 block -2 and Ec RNAP inh 4.
`O=S(=O)(Nc1ccc(F)cc1)N1CCCCCC1` gave AP complement -1, Cdc25B inh -1, D1 mod 0.02, MKP-1 inh 3, CatB mix inh 3, CatB block 3, tolC growth inh 6, Hsp90 block -5 and Ec RNAP inh 12.

Ordered by number of heavy atoms (largest number first): some entries from above.
For CC1CC(C)CN(c2ncc3c(n2)CC(c2ccc(Cl)cc2)CC3=O)C1 (stereo not drawn) the results were AP complement 4, Cdc25B inh -3, D1 mod 1.3, MKP-1 inh 21, CatB mix inh 9, CatB block 4, tolC growth inh 21, Hsp90 block 2 and Ec RNAP inh -5.
CC(=O)N(C)c1ccc(NC(=O)c2ccccc2C(=O)O)cc1 was read as AP complement 7, Cdc25B inh -5, D1 mod -1.3, MKP-1 inh 2, CatB mix inh 2, tolC growth inh -11, Hsp90 block -3 and Ec RNAP inh 2.
`O=S(=O)(Nc1ccc(F)cc1)N1CCCCCC1` gave AP complement -1, Cdc25B inh -1, D1 mod 0.02, MKP-1 inh 3, CatB mix inh 3, CatB block 3, tolC growth inh 6, Hsp90 block -5 and Ec RNAP inh 12.
